IMP-1 inh: IMP-1 metallo-beta-lactamase inhibitors, primary screen, biochemical, epi-absorbance readout, Pseudomonas aeruginosa enzyme. inhibition, % at 5.6 µM. purified IMP-1, nitrocefin hydrolysis, epi-absorbance fluorescence. actives 0.45% (n = 290,000). metallo-beta-lactamase IMP-1 (Pseudomonas aeruginosa);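 active means inhibition above the mean plus 3 SD of all compounds in the same screening run, cut at about 4.5% in these data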;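 further: 0% = IMP-1 with DMSO and 100% = DMSO wells lacking enzyme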
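Assay system: purified IMP-1; Quantity: IMP-1 0.2 nM before substrate addition; Medium: HEPES buffer pH 7.1 with ZnSO4 and Brij 35; Incubation: 15 min enzyme–compound preincubation, then 25 min nitrocefin reaction, 25 °C; Signal: fluorescence quenching readout, ex 480/em 530 nm; Controls: DMSO with and without IMP-1; Repeats: singlicate testing.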
GalR3 antag: GalR3 antagonists in HEK293 cells, primary screen, cell-based, fluorescence readout; Galanin receptor type 3 (Homo sapiens), O60755; HEK293 GalR3-CNG cAMP membrane potential fluorescence; galR3 body fused to GalR1 C-terminus; inhibition, % at 3 µM; actives 0.44% (n = 360,000); AID 651719, 2012;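 active means inhibition above the screen-wide average plus 3 SD, cut at about 13% in these data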;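 further: forskolin and galanin both at EC90 stimulate the cells; cAMP rise reported by CNG channel membrane potential dye signal; 0% = forskolin plus galanin with DMSO and 100% = forskolin alone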
Target sequence (O60755 1-299 limits assumed): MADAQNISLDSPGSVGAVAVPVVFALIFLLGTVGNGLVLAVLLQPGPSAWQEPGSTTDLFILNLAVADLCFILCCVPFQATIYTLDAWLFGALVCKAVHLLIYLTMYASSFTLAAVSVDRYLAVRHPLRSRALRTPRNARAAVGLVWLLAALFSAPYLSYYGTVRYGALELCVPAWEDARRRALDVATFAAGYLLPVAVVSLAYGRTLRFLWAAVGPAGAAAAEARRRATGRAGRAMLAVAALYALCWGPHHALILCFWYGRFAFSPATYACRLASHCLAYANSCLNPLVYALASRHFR
SUMO HTRF inh: inhibitors of in vitro SUMOylation cascade, primary screen, biochemical, HTRF, uHTS | actives 0.36% (n = 290,000) | HTRF SUMOylation assay, SAE1/SAE2 + UBC9 | inhibition, % at 35 µM | AID 2006, 2009 | SUMO-conjugating enzyme UBC9 (Homo sapiens), P63279; in the data active means inhibition above about 50%, passing the limit was not always enough; further: strong numbers were not always called active
Target sequence (P63279 whole entry, looked up): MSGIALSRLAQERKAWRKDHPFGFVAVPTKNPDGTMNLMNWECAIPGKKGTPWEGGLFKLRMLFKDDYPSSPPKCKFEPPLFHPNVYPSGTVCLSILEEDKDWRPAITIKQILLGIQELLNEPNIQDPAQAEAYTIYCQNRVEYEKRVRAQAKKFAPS
IDE cell inh: human IDE inhibitors in live cells, primary screen, fluorescence polarization, HEK cells, FAbetaB substrate; Insulin-degrading enzyme (Homo sapiens), P14735; FAbetaB cleavage; inhibition, % at 5.59 µM; actives 0.41% (n = 320,000);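 active means percent inhibition above the average of all tested compounds plus 3 SD, set per screening campaign, cut at about 16% in these data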;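 further: IDE supplied by intact live HEK cells; FP after avidin binding of uncleaved biotin substrate so inhibition keeps polarization high; 0% = DMSO wells and 100% = 60 µM reference IDE inhibitor Ii1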
VIM-2 inh: VIM-2 metallo-beta-lactamase inhibitors, primary screen, biochemical, epi-absorbance readout, Pseudomonas aeruginosa enzyme; purified VIM-2, nitrocefin hydrolysis, epi-absorbance fluorescence; AID 1527, 2009; actives 0.89% (n = 290,000); inhibition, % at 5.6 µM;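 active means inhibition above the mean of all tested compounds plus 3 SD, cutoff set per screening run, cut at about 7.5% in these data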;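 further: red hydrolysis product quenches plate fluorescence so inhibitors raise well fluorescence; 0% = enzyme with DMSO and 100% = DMSO without enzyme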
CRFBP-R2 block: antagonists of CRF-BP/CRF-R2 complex, primary screen, cell-based, HEK293, calcium dye fluorescence, uHTS. inhibition, % at 11.8 µM. AID 588475, 2011. CRF-induced calcium fluorescence. actives 0.59% (n = 350,000);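 active means inhibition of the ligand-induced calcium signal above about 50% at the single tested concentration, limit read from the data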
HCV NS3 hel inh: inhibitors of HCV NS3 helicase, primary screen, biochemical, Cy5 molecular beacon fluorescence | AID 1800, 2009 | NS3 helicase DNA unwinding | actives 0.56% (n = 290,000) | inhibition, % at 10.9 µM;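 active means inhibition above the mean of all tested compounds plus 3 SD, set per campaign, cut at about 35% in these data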;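 further: 0% = DMSO wells and 100% = thioflavine S control wells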
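Compound dosing – single dose, 10.9 µM nominal final, DMSO 0.8% final · System – NS3 helicase fragment of HCV · Buffer or medium – MOPS pH 6.5, MgCl2, DTT, Tween20, BSA · Signal – Cy5 beacon fluorescence read at start and 1 h · Also added – annealed dual-labelled DNA beacon duplex, ATP-started · Schedule – 1 h at 25 °C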
pCIP destab: p/CIP-EGFP fusion destabilizers, primary screen, fluorescence, F442A cells. Q05BA5. 16 h. decrease of EGFP signal, % at 10 µM. actives 0.01% (n = 290,000);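 active means EGFP signal decrease of at least 30% at 10 µM or well 3 SD below plate mean, unless failing retest; inactive means the rest, including hits failing retest or dose response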; further: some compounds called inactive have numbers as strong as hits; many of its hits are not listed in these tables
IDE act: human IDE activators in live cells, primary screen, fluorescence polarization, HEK cells, FAbeta-B substrate; Insulin-degrading enzyme (Homo sapiens), P14735; FAbeta-B cleavage; 0% vehicle, 100% cell-free pure enzyme wells; activation, % at 5.96 µM; actives 0.073% (n = 340,000);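 active means activation above the mean of all tested compounds plus 3 SD, set per screening campaign, cut at about 17% in these data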
Starred values were filed as active, the others as inactive; x = not tested or not shown.

SMILES	IMP-1 inh	GalR3 antag	SUMO HTRF inh	IDE cell inh	VIM-2 inh	CRFBP-R2 block	HCV NS3 hel inh	pCIP destab	IDE act
COc1ccccc1NC(=O)Nc1nc(CC(=O)Nc2ccc(F)cc2)cs1	x	-2	x	3	x	-4	x	x	4
CC(=O)N1CCN(c2ccc(NC(=O)c3cccc([N+](=O)[O-])c3)cc2)CC1	-3.2	-4	0	6	-2.2	6	-2	1	-3
CCOC(=O)N1CCN(c2ccc(F)cc2[N+](=O)[O-])CC1	-0.8	-1	7	1	-4.4	0	-12	-2	5
CCc1ccccc1NC(=O)C1=CC(c2ccc(OC)c(OC)c2)=NS(=O)(=O)N1C	-2.5	x	20	-3	-5.3	4	3	-11	1
CCN(CC)S(=O)(=O)c1cc(C(=O)Oc2cccc(-c3cnc4ccccc4n3)c2)ccc1OC	-4.9	-6	-35	-2	-3.4	-16	-8	4	0
Cc1cccc(NC(=O)Cn2nnc(-c3cccs3)n2)c1C	-1.3	-6	1	-6	-1.7	6	0	-5	3
O=C(CN1c2ccccc2Sc2ccccc21)N/N=C/c1ccc([N+](=O)[O-])cc1	-1.0	-8	-17	0	-1.5	-10	0	-12	10
Cc1ccc(/C=N\NC(=O)C2COc3cc4ccccc4cc3O2)o1 (stereo unspecified)	-1.4	-2	-19	-1	0.7	-13	-2	-4	4
Cc1ccc(SCCOCCN2CC(C)OC(C)C2)cc1 (stereo unspecified)	-1.6	-1	28	2	0.3	-8	11	-24	-4
COc1ccccc1C(=O)COC(=O)CNC(=O)c1ccc(Br)o1	x	-4	x	3	x	-10	x	x	5
CCC(=O)Nc1cccc(C2=NOC3(C2)C[C@@H](C(N)=O)N(C(=O)COc2ccc(Cl)cc2)C3)c1 (stereo partly specified)	x	-3	6	1	x	-9	x	-15	-4
CCSc1ccc([C@@H]2[C@@H]3C(=O)N(CC)C(=O)[C@@H]3[C@]3(C(=O)OC)CCCCN23)cc1	x	-4	x	-7	x	-8	x	x	5
COc1cccc(C(=O)OCC(=O)Nc2cc(C)on2)c1OC	x	-2	x	-1	x	-1	x	x	-4
CC1(C)N=C(/C=N/O)C=[N+]1[O-]	-0.3	-1	2	2	0.2	-5	2	1	0
c1ccc(-c2cnc(-c3ccccc3)nc2)cc1	-3.5	0	-2	8	0.1	-10	-2	13	-5
CCOc1cccc(/C(O)=C2/C(=O)C(=O)N(CCN3CCOCC3)C2c2cccnc2)c1 (stereo unspecified)	-2.4	0	-35	0	-1.6	14	-3	-2	-2
CC(NC(=O)c1cccc(OC2CCN(C(=O)C3CC3)CC2)c1)c1ccc(F)cc1 (stereo unspecified)	-5.3	3	8	-1	-1.5	-10	-4	-2	-3
O=C(NCc1ccccc1)c1ccccc1OCC(=O)N1CCCCC1	-3.1	-1	1	7	-2.4	-17	6	5	1
Cc1noc(C)c1S(=O)(=O)N1CCC(C(=O)N2CCC(N3CCCCC3)CC2)CC1	x	x	17	0	x	9	x	-35	6
O=C(NC(=S)NCCc1ccccc1)c1ccco1	-1.4	-4	-8	7	0.0	40	-6	60	4
O=C(Nc1ccccc1)Nc1ccc(F)c([N+](=O)[O-])c1	-4.3	-1	10	3	-2.5	40	5	-6	-2
O=S(=O)(Nc1ccncc1)c1ccccc1	-4.0	1	20	0	-0.8	-1	7	1	-3
CCCCOc1ccc(CNn2c(C)nc3ccccc3c2=O)cc1	-1.5	-9	11	1	-2.6	-25	2	-19	-3
COc1ccc(NC(=O)CCN2CCCCCC2)c(OC)c1	-2.5	-8	21	0	-3.4	0	25	-5	2
CCS(=O)(=O)Nc1ccc(C2=NN(C(=S)Nc3ccccc3)C(c3ccco3)C2)cc1 (stereo unspecified)	1.4	4	12	2	0.1	-11	31	1	-3
CC(=O)Nc1ccccc1OCC(=O)NC(C)c1ccc(F)cc1 (stereo unspecified)	-4.0	-1	8	8	-4.4	-20	2	-11	7
COCCCn1c(SCC(=O)Nc2cccc(C(=O)OC)c2)nnc1-c1ccncc1	-2.5	-4	16	1	0.3	10	4	-5	0
CCOc1ccccc1NC(=O)C(=O)CC(=O)c1cccc(OC)c1	-2.2	-9	20	3	-1.7	2	34	-10	-4
COc1ccccc1Sc1nc(-c2ccccc2)ncc1OC	-1.9	-8	-4	2	-0.9	-4	-9	-1	4
COc1cc(CN2CCN(C(=O)c3cccc4ccccc34)CC2)cc(OC)c1OC	-2.2	-7	10	3	0.3	-1	-5	-14	4

Three entries from above, ordered by their value in HCV NS3 hel inh, largest number first.
SMILES	HCV NS3 hel inh
O=C(NCc1ccccc1)c1ccccc1OCC(=O)N1CCCCC1	6
Cc1ccc(/C=N\NC(=O)C2COc3cc4ccccc4cc3O2)o1 (stereo unspecified)	-2
CCN(CC)S(=O)(=O)c1cc(C(=O)Oc2cccc(-c3cnc4ccccc4n3)c2)ccc1OC	-8

Further records follow:
SMILES	IMP-1 inh	GalR3 antag	SUMO HTRF inh	IDE cell inh	VIM-2 inh	CRFBP-R2 block	HCV NS3 hel inh	pCIP destab	IDE act
C=CCNC(=O)c1csc(-c2ccccc2)n1	-3.1	-5	3	12	-2.1	18	6	-11	2
Cc1cc(C)c(S(=O)(=O)NCc2ccc3c(c2)OCO3)c(C)c1	0.0	0	10	x	-0.1	11	2	0	6
O=C(CSc1ccc(Cl)cc1)N1N=CCC1c1ccccc1 (stereo unspecified)	-2.4	-3	12	-1	-2.1	-3	-6	15	-4
COc1ccc(C(=S)N2CCOCC2)cc1OC(=O)c1cc([N+](=O)[O-])c(C)c([N+](=O)[O-])c1	-2.0	-3	-7	10	-3.2	7	11	-16	5
CCOC(=O)N1CCN(Cc2nc3cc(NC(=O)c4cccs4)ccc3n2C)CC1	-1.9	0	17	5	-4.7	2	2	4	-3
CCOC(=O)c1c(C)[nH]c(C(=O)COC(=O)CNC(=O)c2ccc(Cl)cc2)c1C	-3.1	1	-7	-3	-2.5	8	7	4	-3
COc1cccc(NC(=O)CSc2nc3c(c(=O)n2C)SC(C)C3)c1 (stereo unspecified)	-2.9	0	-2	1	-2.1	11	1	17	3
CCN(CC(O)COCc1ccc(Cl)cc1)C1CCCCC1 (stereo unspecified)	-3.2	0	5	5	-2.2	-6	0	1	4
Cc1ccc(OCc2ccccc2Br)c([N+](=O)[O-])n1	-1.2	-10	-6	0	0.1	18	2	-3	1
CCc1ccccc1N(C(=O)c1ccco1)C(C(=O)NC1CCCC1)c1cccnc1 (stereo unspecified)	-0.7	3	2	-8	-2.1	-9	3	-6	4
Cc1cc(Cl)ccc1NC(=S)NCc1ccc(F)cc1	-4.0	-4	4	12	-3.4	12	16	-10	5
Cc1cc(C(=O)OCC(=O)N2CCc3ccccc32)c(C)o1	-1.2	-3	2	3	-0.6	23	5	-5	-2
COc1ccc(-n2c(=O)cc(N3CCc4ccccc43)[nH]c2=O)cc1	-0.1	-1	6	4	-0.8	41	-9	-9	0
CC(=O)N1CCC(C(=O)OCc2ccc(Cl)cc2)(c2ccccc2)CC1	-1.9	-7	10	-3	-3.4	-4	-6	-9	-1
COc1ccc(Cl)cc1NC(=O)C1CCN(C(=O)C2CC(=O)N(c3ccc(C)cc3)C2)CC1 (stereo unspecified)	0.2	-8	2	2	-2.9	23	-15	-1	1
O=C1c2ccccc2C(=O)N1COc1ccc(S(=O)(=O)N2CCOCC2)cc1[N+](=O)[O-]	-0.6	-8	16	1	-1.2	4	7	-3	3
O=C(CN1C(=O)NC2(CCc3ccccc32)C1=O)c1cccs1 (stereo unspecified)	x	-1	x	3	x	0	x	x	-5
Cc1ccc2cccc(SCC(=O)Nc3ccc(F)cc3)c2n1	-1.9	-12	-3	3	-1.3	-1	-11	6	1
CCCC(=O)Nc1nc(C)c(-c2csc(Nc3cc(OC)ccc3OC)n2)s1	-1.9	5	32	3	-1.7	-8	-16	3	-2
O=S(=O)(NCCS(=O)(=O)N1CCN(c2ccccc2)CC1)c1ccc(F)cc1	x	-3	x	-2	x	-12	x	x	1
CCOC(=O)Nc1ccc(NS(=O)(=O)c2ccc(C)cc2)cc1	-3.9	-1	-6	4	-2.4	-9	-6	6	3
O=C(Nc1scc(-c2cccs2)c1C(=O)O)c1cccs1	15*	-5	16	3	2.7	24	16	6	6
COc1ccc(NC(=O)CC2C(=O)N(C)C(=S)N2CCc2ccc(F)cc2)cc1 (stereo unspecified)	-0.7	-2	-5	-6	-1.3	-11	-11	-13	x
Cc1ccc(C(=O)N(Cc2cccs2)C2CCS(=O)(=O)C2)cc1 (stereo unspecified)	-0.8	0	3	-4	-1.1	-3	2	-4	2
CC1(C)Cc2c(c(N3CCOCC3)nc3sc4c(NCCN5CCOCC5)nnnc4c23)CS1	-0.7	-6	0	4	-1.2	-21	-20	-15	-1
CN(C)S(=O)(=O)Oc1ccsc1C(=O)Nc1ccccc1Cl	-1.6	-2	-10	3	-0.5	-5	-8	-12	4
O=C(CN(Cc1ccc(F)cc1)C(=O)c1csnn1)NCc1ccccc1	-4.6	-7	5	0	-3.7	-2	5	-11	0
Cc1cccc(C(=O)NCc2nnc(SCC(=O)NC(C)c3ccccc3)n2C)c1 (stereo unspecified)	-1.4	-1	-3	2	-2.2	-24	-5	0	0
COc1ccccc1OCC(=O)Nc1nnc(-c2ccco2)s1	1.4	-3	34	x	-1.6	-17	5	-12	-1
O=[N+]([O-])c1ccc(N2CCCC2)cc1NC(c1ccccc1)c1ccccc1	-1.2	1	18	7	-3.3	7	-4	-17	6
O=C(NC1(C(F)(F)F)Oc2ccccc2O1)N1CCCC1	-2.3	-5	-12	1	-2.2	-15	8	-5	5
CN1CCCCCC1=Nc1ccccc1C#N	-5.4	-1	17	-5	-2.4	7	5	-16	3
O=C(c1ccco1)N1CCN(S(=O)(=O)c2ccc([N+](=O)[O-])cc2)CC1	-2.9	-8	16	1	-0.3	9	1	-7	0
CCC(C(=O)Nc1ncc(C)s1)c1ccccc1 (stereo unspecified)	-2.5	-5	7	-6	-2.3	-40	-3	-13	-2
Cc1ccc(Nc2c(-c3ccc(N4CCOCC4)cc3)nc3ncccn23)c(C)c1	0.7	-1	17	-2	-1.7	5	-12	1	2
Cc1nnc(SCC(=O)Nc2sc3c(c2C(=O)c2ccccc2)CCCC3)s1	-3.8	4	12	15	-3.9	-4	13	-17	4
O=[N+]([O-])c1cc(Br)c(O)c(C=Nc2ccc(N3CCOCC3)cc2)c1	2.1	12	16	4	-1.9	-1	37*	-22	8

Screens as filed in PubChem BioAssay.
